Screens as filed in PubChem BioAssay.
rTrxR1 inhibitor = qHTS Assay for Inhibitors of Mammalian Selenoprotein Thioredoxin Reductase 1 (TrxR1): qHTS; hit rate 1% among 390,000; Potency, µM (doses to about 114 µM), inactives show at the top dose activity change, negative = inhibition, usual class: inhibitors; AID 588453, 2011; recombinant rTrxR1, NADPH fluorescence consumption, selenite substrate; also: potency is read from the fitted curve at half-maximal effect; % is scaled to controls: 0 for no effect and ±100 for the full control effect; nearly all actives have a fitted effect of over 65% in size
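Rat TrxR1 (90 nM in the dispensed reagent) was pre-reduced with 400 uM NADPH for 5 min at room temperature, then incubated with compound for 15 min. After 400 uM selenite was added, NADPH fluorescence (Ex 340/Em 450 nm) was followed for 8 min.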
PI4K2A inh = qHTS for small molecular inhibitors of PI4K2A. Phosphatidylinositol 4-kinase type 2-alpha (Homo sapiens), Q9BTU6. purified PI4K2A, ADP-Glo luminescence, 1 h; stronger effect = lower value. activity change, negative = inhibition, % at 76.9 µM. hit rate 0.13% among 420,000; in the data active = activity change below about -50%; inconclusive = mostly about -30% to -49%;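 also: -100% = wells without enzyme as full effect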
Target sequence (Q9BTU6 whole entry, looked up): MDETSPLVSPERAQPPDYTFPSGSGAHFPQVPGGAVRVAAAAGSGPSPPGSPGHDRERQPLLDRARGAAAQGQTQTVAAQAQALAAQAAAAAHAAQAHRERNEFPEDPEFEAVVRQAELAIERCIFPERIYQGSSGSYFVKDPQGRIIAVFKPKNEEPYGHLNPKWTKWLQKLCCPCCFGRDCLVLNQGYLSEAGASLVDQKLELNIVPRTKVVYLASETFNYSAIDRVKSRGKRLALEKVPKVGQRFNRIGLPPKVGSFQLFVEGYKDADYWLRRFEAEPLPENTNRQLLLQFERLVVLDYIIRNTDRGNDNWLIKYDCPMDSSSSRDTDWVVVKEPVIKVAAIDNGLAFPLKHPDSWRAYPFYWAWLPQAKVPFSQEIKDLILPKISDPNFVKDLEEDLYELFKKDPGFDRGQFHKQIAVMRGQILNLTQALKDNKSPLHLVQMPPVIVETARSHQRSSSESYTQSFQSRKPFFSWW
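In this quantitative HTS, ADP production by PI4K2A was quantified luminescently after 1 h at ambient temperature; 100 microM adenosine served as plate-quality control.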
mIDH1 inhibitor = qHTS for Inhibitors of mutant isocitrate dehydrogenase 1 (IDH1): qHTS; Isocitrate dehydrogenase [NADP] cytoplasmic (Homo sapiens), O75874; IDH1-R132H enzyme, NADPH consumption, diaphorase/resazurin fluorescence; Potency, µM (highest dose often 76.6 µM), for inactives: at the highest dose activity change, negative = inhibition, most hits filed as inhibitors; hit rate 0.093% among 390,000; also: potency is read from the fitted curve at half-maximal effect; % is scaled to controls: 0 for no effect and ±100 for the full control effect; nearly all actives have a fitted effect of over 65% in size
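IDH1-R132H (0.5 ug/mL dispensed) in pH 7.5 Tris buffer was preincubated 30 min with compound, then given a substrate mix of 0.016 mM NADPH and 2 mM alpha-KG for 80 min at room temperature; remaining NADPH was read by diaphorase/resazurin fluorescence.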
TrxR1 substrate = qHTS Assay for Substrates of Mammalian Selenoprotein Thioredoxin Reductase 1 (TrxR1): qHTS | purified TrxR1 substrate turnover, NADPH consumption readout | Potency, µM (series often up to 114 µM), for the others: at the top dose activity change, negative = substrate turnover | hit rate 0.01% among 390,000; also: potency is read from the fitted curve at half-maximal effect; % is scaled to controls: 0 for no effect and ±100 for the full control effect; nearly all actives have a fitted effect of over 50% in size
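Rat TrxR1, dispensed at 90 nM, was prereduced with 400 uM NADPH (final) for 5 min at ~22 deg C, then incubated with compound 15 min before 400 uM selenite. A first-read NADPH fluorescence drop versus no-compound background flagged substrates.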
TRHR enhancer = qHTS for Small Molecule Agonists and Allosteric Enhancers of Human TRH Receptor: Primary Screen for Enhancers; TRHR cells, fluo-8 calcium fluorescence, EC20 TRH enhancement; enhancement, % at 2 µM; Thyrotropin-releasing hormone receptor (Homo sapiens), P34981; hit rate 0.66% among 360,000; in the data active = enhancement above about 30%; also: 0% is about no effect
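Enhancer read-out: after compound pinning and an initial kinetic agonist-mode read, an EC20 of TRH (10 nM final) was injected and fluo-8 calcium signal (Ex 480/Em 530) followed at 1 s/cycle for 100 cycles in TRHR-expressing cells.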
D2 antag = HTS Assay for Allosteric Antagonists of the Human D2 Dopamine Receptor: Primary Screen for Antagonists; HEK293 TREx D2 cells, calcium flux, dopamine EC80; inhibition, % at 10 µM; hit rate 2% among 340,000; AID 485344, 2010; in the data active = inhibition above about 30%; also: 0% is about no effect
Target sequence (P14416 whole entry, looked up): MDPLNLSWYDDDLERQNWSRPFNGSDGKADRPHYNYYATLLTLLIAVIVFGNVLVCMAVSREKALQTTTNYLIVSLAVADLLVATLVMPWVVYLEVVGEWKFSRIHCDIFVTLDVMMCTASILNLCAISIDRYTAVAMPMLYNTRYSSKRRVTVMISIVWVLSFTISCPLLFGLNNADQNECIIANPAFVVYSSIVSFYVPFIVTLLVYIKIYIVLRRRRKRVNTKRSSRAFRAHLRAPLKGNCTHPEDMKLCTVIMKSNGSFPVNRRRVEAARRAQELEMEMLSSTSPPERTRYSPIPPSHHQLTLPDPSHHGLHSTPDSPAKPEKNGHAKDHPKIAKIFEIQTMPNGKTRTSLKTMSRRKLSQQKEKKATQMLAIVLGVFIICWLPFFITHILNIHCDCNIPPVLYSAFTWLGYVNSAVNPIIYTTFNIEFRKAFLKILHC
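Dopamine at EC80 is the agonist stimulus; test compounds precede it by 180 s. Calcium flux read kinetically in a force-coupled, inducible HEK293 T-REx D2 cell line.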
USP1 inh = Inhibitors of USP1/UAF1: Primary Screen | Potency, µM (doses to about 57.1 µM), for the others: at the top dose activity change, negative = inhibition, hits mostly inhibitors | hit rate 0.23% among 390,000 | recombinant USP1/UAF1, Ub-Rhodamine cleavage fluorescence | Ubiquitin carboxyl-terminal hydrolase 1 (Homo sapiens), O94782; also: potency is read from the fitted curve at half-maximal effect; % is scaled to controls: 0 for no effect and ±100 for the full control effect; nearly all actives have a fitted effect of over 60% in size; inactives centre near -12
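USP1/UAF1 complex (1 nM) preincubated 15 min at room temperature with compound, then Ub-Rho substrate (150 nM final) added. Kinetic fluorescence at 480/540 nm over 6 reads at 60 s intervals; 50 mM HEPES pH 7.8, 0.5 mM EDTA, 0.1 mg/ml BSA, 1 mM TCEP, 0.01% Tween-20.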
D2 agonist = HTS Assay for Allosteric Agonists of the Human D2 Dopamine Receptor: Primary Screen for Agonists; HEK293 T-REx D2 cells, calcium flux agonist mode; activation, % at 2 µM; hit rate 0.53% among 340,000; D(2) dopamine receptor (Homo sapiens), P14416;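 active = activation over 3 SD above normal in the single-dose calcium agonist read, cut at about 30% in these data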; also: 0% is about no effect
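Agonism scored from kinetic calcium signal (1 read/sec, 180 s) following compound pin transfer, after a 10 s baseline. Cells: HEK293 Trex line expressing inducible D2 receptor coupled to calcium, dye-loaded after overnight culture at 30 C.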
TRHR agonist = qHTS for Small Molecule Agonists and Allosteric Enhancers of Human TRH Receptor: Primary Screen for Agonists; hit rate 0.18% among 360,000; TRHR cells, calcium flux fluo-8, FDSS agonist mode; activation, % at 2 µM; AID 493084, 2011; in the data active = activation above about 30%; also: 0% is about no effect
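Fluo-8-loaded TRHR cells; 10 s baseline, compound added, kinetic Ca2+ fluorescence read 1/s, agonist mode.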
* = called active by the depositor; ? = inconclusive; nt = not tested or not shown; & = joins results of further samples; [ ] = remark or other dose. Unless noted, calls follow the shape of the dose curve; as a rule, active = well fitted inhibition curve with a large enough effect; inconclusive = small, poorly fitted or top-dose-only effect; inactive = no such curve, though single readings can be large or run the other way.

SMILES	rTrxR1 inhibitor	D2 agonist	USP1 inh	PI4K2A inh	TRHR agonist	mIDH1 inhibitor	TrxR1 substrate	TRHR enhancer	D2 antag
CCc1ccccc1NC(=O)c1ccccc1N1C(=O)C2C3C=CC(C3)C2C1=O (centres undefined)	15.2%	-0.4	-14.1%	-1.4	-0.8	0.0%	-3.5%	-16.2	-5.3
c1ccc(-c2nc(NCc3ccco3)c3ccccc3n2)cc1	-12.4%	0.0	-14.4%	4.2	0.0	4.6%	-7.8%	3.7	-15.6
CCSc1ncc(C#N)c(=O)[nH]1	15.4%[57.1 µM]	0.1	-6.5%	-6.7	1.0	0.6%	-10.4%	1.0	10.1
CCCNC(=O)NC(=O)COc1ccc2oc3ccccc3c2c1	-8.6%	-1.1	-3.6%	-2.9	1.1	-0.3%	-9.1%	2.1	9.8
COc1ccccc1N1CCN(S(=O)(=O)c2c(C(=O)N3CCOCC3)c(C)n(C)c2C)CC1	14.7%[57.1 µM]	1.0	-1.8%	6.3	0.3	10.0%	1.0%[57.1 µM]	-1.3	10.4
CCC(=O)NC(=S)Nc1cccc(C(C)=O)c1	11.0%[57.1 µM]	0.3	-1.7%	4.7	0.1	2.3%	5.7%[57.1 µM]	6.7	1.4
Cc1ccc2sc(NC(=O)c3ccc(N4C(=O)CCC4=O)cc3)nc2c1C	15.3%	0.4	-6.7%	-2.9	0.4	12.1%	23.0%	-2.9	12.5
COc1ccc(-c2nc(SC)n(S(=O)(=O)c3ccccc3)n2)cc1	4.4%	-0.5	-8.8%	1.0	0.2	1.1%	-2.2%	2.5	-5.2
CCCOc1ccc(C(=O)Nc2cc(-c3nn4c(C)nnc4s3)ccc2C)cc1	-5.4%[57.1 µM]	0.5	2.0%	4.5	-1.0	7.2%	-0.8%[57.1 µM]	2.9	6.0
CCCCNC(=O)c1ccc(NS(=O)(=O)c2ccc3[nH]c(=O)[nH]c3c2)cc1	-12.9%	0.3	-2.3%	7.4	1.9	7.4%	-4.8%	1.3	12.1

Later entries.
SMILES	rTrxR1 inhibitor	D2 agonist	USP1 inh	PI4K2A inh	TRHR agonist	mIDH1 inhibitor	TrxR1 substrate	TRHR enhancer	D2 antag
CC(=O)N/C(=C\c1ccccc1)C(=O)OCC(=O)c1c(N)n(C)c(=O)n(C)c1=O	-7.8%	nt	-1.7%	-1.2	nt	1.8%	-6.2%	nt	nt
CCCCCCCn1ccc(=N)cc1	5.3%[57.1 µM]	0.3	-11.6%	-0.7	0.1	-0.2%	0.4%	11.2	-27.8
Cc1c(C(=O)OCc2ccccc2)[nH]c2c1C(=O)CC(c1ccc(Cl)cc1)C2 (centres undefined)	11.7%	0.6	?	0.7	2.3	19.7%	-2.4%	-1.4	nt
Cc1ccc(SCC(=O)Nc2ccc3oc(-c4cccc(Cl)c4)nc3c2)cc1	24.6%	-0.4	-19.0%	4.1	1.7	nt	11.5%	-7.6	nt
CCN(Cc1ccccc1)C(=O)CN1C(=O)NC2(CC(C)CC(C)(C)C2)C1=O (centres undefined)	-4.1%	-1.0	-12.2%	-0.6	-0.6	0.4%	-3.4%	-3.1	-19.5
CCCN(CC(=O)Nc1ccccc1C)C(=O)c1ccc(OCc2c(C)noc2C)cc1	-12.3%	nt	-7.0%	-2.8	0.1	-18.8%	-10.6%	0.6	nt
CCc1cccc(C)c1NC(=O)c1ccccc1	0.4%[57.1 µM]	0.9	-12.5%	-2.1	-0.4	2.2%	-1.9%[57.1 µM]	-5.7	-28.1
CCn1c2ccccc2c2cc(NC(=O)CSc3nnc(-c4ccccc4OC)n3N)ccc21	20.7%	-0.1	-12.7%	4.9	-0.3	-3.6%	7.6%	-2.6	-6.0
CCOC(=O)C1(Cc2ccccc2)CCN(Cc2cccn2-c2cccnc2)CC1	19.2%	-0.2	-13.3%	10.1	0.4	14.4%	6.8%	-10.3	-26.5
CCC(=O)c1c[nH]c(C(=O)NCCCn2ccnc2)c1	5.5%	-0.2	-13.6%	-3.4	0.8	5.7%	-10.9%[57.1 µM]	1.3	2.2

Next part.
SMILES	rTrxR1 inhibitor	D2 agonist	USP1 inh	PI4K2A inh	TRHR agonist	mIDH1 inhibitor	TrxR1 substrate	TRHR enhancer	D2 antag
Cc1ccc(S(=O)(=O)N(C)C)cc1NC(=O)COC(=O)Cc1cccs1	5.9%	-0.1	-19.8%	6.2	-0.4	14.3%	10.8%	4.8	-2.7
O=C(CC(c1cccs1)N1Cc2ccccc2C1=O)Nc1ccc(F)c(F)c1 (centres undefined)	13.3%[57.1 µM]	0.2	-15.1%	-11.9	-0.3	19.0%	-2.3%[57.1 µM]	-0.7	nt
COc1cccc(CC2(CO)CCCN(Cc3ccc(C)s3)C2)c1 (centres undefined)	16.0%[57.1 µM]	-0.7	7.3%	-0.4	-2.7	-4.9%	8.2%[57.1 µM]	8.4	1.1
C#CCOc1ccc(/C=C2/C(=O)ON=C2C)cc1Br	?	0.8	-14.0%	-1.8	0.2	-2.6%	-5.0%[57.1 µM]	-4.8	11.9
COc1ccc(/C=N/NC(=O)c2ccco2)cc1COc1ccc(F)cc1	1.9%	-1.7	-5.2%	-16.6	-0.3	-1.1%	5.4%	1.4	-6.1
O=C(Nc1ccccc1)Nc1scc2c1c(=O)oc1ccccc12	35.7%	0.3	-19.5%	-3.5	0.1	4.5%	4.4%	-1.8	11.0
CC(C)c1ccc(NC(=O)NCc2ccccn2)cc1	36.4%[activator]	nt	-15.6%	1.0	0.2	6.6%	6.9%	-1.6	nt
Cc1ccc(CNc2ccc3c(c2)ncn3C)cc1	-7.8%	-0.8	?	-0.3	0.6	2.9%	14.4%	-6.4	-21.6
CN(Cc1cccnc1)Cc1cn(C)nc1-c1cccc(Cl)c1	7.0%&6.2%	0.7	-19.0%	3.0	3.0	2.4%	-0.8%&3.6%	-0.6	1.1
C=C(NC(=O)C(=C)NC(=O)c1csc(C2=NC3c4csc(n4)C4NC(=O)c5csc(n5)C([C@@](C)(O)C(C)O)NC(=O)C5CSC(=N5)/C(=C\C)NC(=O)C(C(C)O)NC(=O)c5csc(n5)[C@]3(CC2)NC(=O)C(C)NC(=O)C(=C)NC(=O)C(C)NC(=O)C(C(C)CC)NC2C=Cc3c(C(C)O)cc(nc3C2O)C(=O)OC4C)n1)C(N)=O (some centres undefined)	nt	-0.6	nt	nt	0.1	nt	nt	9.9	-2.7

Following part:
SMILES	rTrxR1 inhibitor	D2 agonist	USP1 inh	PI4K2A inh	TRHR agonist	mIDH1 inhibitor	TrxR1 substrate	TRHR enhancer	D2 antag
CCc1nc2ccccc2nc1N1CCN(S(=O)(=O)c2ccccc2)CC1	0.8%	-0.3	-1.3%	0.6	1.0	1.8%	3.3%	-9.5	12.6
O=C(CNc1ccccc1OC(F)F)N1CCc2ccccc21	34.2%	0.5	-15.2%	-1.0	0.1	13.1%	16.1%	3.1	-2.7
Cc1ccc(-c2csc(NC(=O)c3cccc([N+](=O)[O-])c3C(=O)O)n2)cc1	26.7%	-0.3	-28.3%	2.4	0.4	-3.0%	3.6%	4.2	-10.9
COc1ccc(NS(=O)(=O)c2ccc(-n3cccn3)cc2)cc1OC	25.1%[57.1 µM]	0.0	-3.0%	0.0	0.7	23.7%	1.6%[57.1 µM]	-2.9	nt
O=C(NCc1ccc(Cl)cc1)c1cnc2sc(N3CCOCC3)nn2c1=O	14.1%[57.1 µM]	-0.7	-10.3%	1.2	0.1	7.9%	26.5%[57.1 µM]	-1.7	nt
CCOc1cc2nc(-c3ccc(OC)c(OC)c3)nc(N3CC(C)OC(C)C3)c2cc1OC (centres undefined)	nt	0.1	nt	nt	-0.1	nt	nt	-4.8	7.8
CC1CCN(C(=O)COc2coc(CN3CCc4ccccc43)cc2=O)CC1	7.4%	-0.2	1.1%	8.4	-0.6	-2.8%	-0.6%	2.7	-15.7
COc1ccc(N2CCN(S(=O)(=O)CCNC(=O)C(c3ccccc3)c3ccccc3)CC2)cc1	23.5%[57.1 µM]	-0.8	-16.5%	-0.2	-0.5	8.2%	3.5%[57.1 µM]	16.0	nt
O=C(Nc1ccccc1)C1CCCN1C(=O)Nc1ccccc1[N+](=O)[O-] (centres undefined)	5.4%	-0.7	-9.7%	4.9	-1.2	2.5%	1.8%	2.6	-19.8
Cc1cc(C)n2nc(C(F)(F)F)c(-c3ccccc3)c2n1	-4.0%	-1.2	-13.6%	0.8	-1.4	0.0%	5.1%	2.9	-25.0
CC(=O)Nc1ccc(C(=O)NNC(=O)CCc2ccccc2)cc1	20.2%[57.1 µM]	0.1	-1.7%	9.2	-0.2	-0.6%	3.8%[57.1 µM]	0.1	14.9
Cc1ccc(/C=C/C(=O)c2ccc(N3CCOCC3)cc2)s1	33.5%[57.1 µM]	0.5	?	-15.5	-0.1	7.5%	6.0%[57.1 µM]	0.4	-17.3
